High-throughput results: PubChem BioAssay, National Center for Advancing Translational Sciences (NCATS)
TRb SRC2 PPI: TRbeta-SRC2 interaction inhibition; 280,000 tested, 0.065% active; Potency, µM (highest dose often 106 µM), inactives show at the top dose activity change, negative = inhibition, actives largely listed as inhibitors; TRbeta-SRC2 peptide binding, fluorescence polarization; receptor liganded with 1 µM T3;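 further: plate controls were bound peptide for no effect and peptide without receptor for full effect; nearly all actives have a fitted effect of over 50% in size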
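Decrease in fluorescence polarization of 20 nM Texas Red SRC2 coactivator peptide flagged inhibition of its binding to 0.6 uM TRb LBD; 1 uM T3 included, incubation 5 hr, ex 555/em 632 nm.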
Tau fibril FP: blocks human tau fibril formation measured by polarization; K18 P301L tau heparin fibrillization, Alexa594 FP, 6 h; Potency, µM (top dose mostly 57.7 µM), without a hit: at the highest dose activity, negative = inhibition, actives largely listed as inhibitors; 280,000 tested, 0.39% active; further: on the % scale 0 is the no-effect control and ±100 the full control effect; nearly all actives have a fitted effect of over 55% in size
Target sequence (P10636 561-689 P618L limits assumed): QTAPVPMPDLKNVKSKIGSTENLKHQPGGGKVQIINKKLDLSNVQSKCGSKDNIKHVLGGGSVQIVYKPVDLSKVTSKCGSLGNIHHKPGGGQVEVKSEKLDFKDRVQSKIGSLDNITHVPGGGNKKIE
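Heparin (20 uM) drove fibril formation of recombinant tau K18 P301L, 15 uM unlabeled with 0.24 uM Alexa 594 label, for 6 hr at 37 C in 100 mM sodium acetate pH 7. Fluorescence polarization (555/632 nm) read 1 hr after 30 uM ThT.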
HTT ATP protect: protects HTT-Q103 PC12 cells, measured by ATP; AID 1471; Potency, µM (highest dose often 56.4 µM), for inactives: cytoprotection (ATP increase), most hits filed as activators; PC12 HTT-Q103 induced, cytoprotection, ATP luminescence, 40 h; 230,000 tested, 0.14% active;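 further: % of control where 0% means no effect; nearly all actives have a fitted effect of over 45% in size; toxic huntingtin expression switched on by the ecdysone agonist tebufenozide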
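Readout: ATPlite luminescence (ATP level). Model: stable PC12, inducible Htt exon1 Q103-GFP. Inducer: tebufenozide, 100 nM final. Compounds: dose series. No G418 in medium.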
Tau fluor counter: counter-screen for tau fibril formation inhibitors; tau K18 P301L Alexa594 fluorescence, heparin fibrillization; Potency, µM (titrated, usually from 57.7 µM), for the others: top-dose activity change, negative = decrease; 280,000 tested, 0.93% active; AID 1463; further: on the % scale 0 is the no-effect control and ±100 the full control effect; nearly all actives have a fitted effect of over 55% in size
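Human K18 P301L tau (15 uM unlabeled plus 0.24 uM Alexa 594-labeled, final) in 100 mM sodium acetate pH 7 was mixed with compound and 20 uM heparin and incubated 6 hr at 37 C.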
TR SRC2 fluor cs: Texas Red fluorescence interference in TRb-SRC2 counter-screen; TRb/SRC2 Texas Red total fluorescence interference; Potency, µM (top dose mostly 106 µM), inactives show at the top dose fluorescence change, negative = quenching; 280,000 tested, 0.29% active; active means well fitted curve in either direction with a large enough effect; inconclusive means small, poorly fitted or top-dose-only effect; further: on the % scale 0 is the no-effect control and ±100 the full control effect
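Human TRb ligand-binding domain at 0.6 uM with 20 nM Texas Red SRC2 peptide in Tris buffer containing 1 uM T3 and 5% DMSO, incubated with compound 5 h at ambient temperature. Total fluorescence (555/632 nm) calculated as parallel + 2 × perpendicular.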
L3MBTL1 inh: inhibitors of human L3MBTL1; Q9Y468; AlphaScreen L3MBTL1–H3K9me1 peptide binding; Potency, µM (series often up to 57.1 µM), inactives show at the top dose activity, negative = inhibition, usual class: inhibitors; 230,000 tested, 0.66% active; AID 485360; further: on the % scale 0 is the no-effect control and ±100 the full control effect; nearly all actives have a fitted effect of over 60% in size
Target sequence (Q9Y468 whole entry, looked up): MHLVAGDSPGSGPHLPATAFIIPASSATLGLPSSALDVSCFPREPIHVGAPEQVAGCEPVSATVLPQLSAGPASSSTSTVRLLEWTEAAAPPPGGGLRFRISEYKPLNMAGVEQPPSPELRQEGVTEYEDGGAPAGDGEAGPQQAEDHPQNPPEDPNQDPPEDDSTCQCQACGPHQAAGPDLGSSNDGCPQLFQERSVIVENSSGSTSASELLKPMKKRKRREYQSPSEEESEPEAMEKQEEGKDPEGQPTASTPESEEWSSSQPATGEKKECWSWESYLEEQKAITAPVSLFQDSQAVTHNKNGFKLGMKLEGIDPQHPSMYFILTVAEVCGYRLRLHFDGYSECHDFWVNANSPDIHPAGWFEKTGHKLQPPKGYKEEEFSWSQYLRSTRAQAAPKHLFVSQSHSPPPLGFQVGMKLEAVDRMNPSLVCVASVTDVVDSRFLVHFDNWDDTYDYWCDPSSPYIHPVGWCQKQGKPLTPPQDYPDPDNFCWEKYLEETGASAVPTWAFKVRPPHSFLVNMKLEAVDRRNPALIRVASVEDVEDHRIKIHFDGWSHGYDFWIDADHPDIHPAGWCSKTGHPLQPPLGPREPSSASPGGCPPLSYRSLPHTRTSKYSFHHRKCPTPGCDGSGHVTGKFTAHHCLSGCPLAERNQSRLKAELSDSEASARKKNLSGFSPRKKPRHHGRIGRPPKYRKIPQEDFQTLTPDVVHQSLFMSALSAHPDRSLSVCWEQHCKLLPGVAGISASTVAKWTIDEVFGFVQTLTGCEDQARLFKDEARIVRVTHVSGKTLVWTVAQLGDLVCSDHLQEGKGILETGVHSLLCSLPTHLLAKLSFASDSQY
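L3MBTL1 (50 nM) pre-complexed 30 min with biotinylated H3(1-15)K9me1 peptide (75 nM), then compounds added for 30 min at room temperature; AlphaScreen streptavidin donor/nickel chelate acceptor beads (10 ug/mL final) read after 30 min dark incubation.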
RECQ1 helicase: blocks DNA unwinding by human RECQ1 | Potency, µM (top dose mostly 57.3 µM), for inactives: at the top dose activity, negative = inhibition, hits mostly inhibitors | 240,000 tested, 0.54% active | RECQ1 DNA unwinding, red fluorescence kinetic read;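 further: plate controls were vehicle for no effect and no enzyme for full effect; nearly all actives have a fitted effect of over 30% in size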
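RECQ1T1 50 nM; forked duplex (20 bp + 30-nt ss tails) 200 nM, ATP 2 mM final; pH 8.0, 2 mM MgCl2, 2.5 ug/ml poly(dI-dC); 15 min compound preincubation; discontinuous kinetic read over 2 h at RT.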
Tau fibril ThT: tau fibrillization inhibition (ThT binding); P10636; Potency, µM (top dose mostly 57.4 µM), for inactives: at the top dose activity, negative = inhibition, usual class: inhibitors; AID 1460; 270,000 tested, 2.1% active; recombinant tau K18 P301L (four-repeat tau fragment), heparin-induced fibrillization, ThT fluorescence; further: on the % scale 0 is the no-effect control and ±100 the full control effect; nearly all actives have a fitted effect of over 55% in size
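Tau K18 P301L fragment (15 uM unlabeled plus 0.24 uM Alexa 594-labeled) in 100 mM sodium acetate pH 7 with compound, fibrillization induced by 20 uM heparin for 6 hr at 37 C. Thioflavin T (30 uM) added, fluorescence read after 1 hr (ex 450, em 510 nm).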
Numbers without * were called inactive; i = inactive; ? = inconclusive; . = no result given; [ ] = another dose, or the depositor's remark. Unless noted, the call rests on the fitted dose curve; in most records, active means well fitted curve in the direction sought with a large enough effect; inconclusive means small, poorly fitted or top-dose-only effect, or another doubt; inactive means no such curve, though single readings can be large; an effect the other way counts as inactive or inconclusive. Potency means the concentration at half of the fitted maximal effect. These rows are one share of the data. The share of hits here may be higher or lower than overall.

The first two compounds (preview)
SMILES	TRb SRC2 PPI	Tau fibril FP	HTT ATP protect	Tau fluor counter	TR SRC2 fluor cs	L3MBTL1 inh	RECQ1 helicase	Tau fibril ThT
CC(C)(C)C(=O)Nc1ccc(-c2nc3ccccc3c(=O)o2)cc1	6.6%	10.0%	-25.0%[10 µM]	-2.6%	1.2%	8.0%	-4.0%	-2.9%
O=C(CN1CCN(c2ccc(Cl)cc2)CC1)Nc1ccc(F)cc1	-12.4%	?	-5.1%[0.074 µM]	-28.7%	0.2%	-11.0%	-19.3%	-9.2%

All compounds of this part (from the top)
SMILES	TRb SRC2 PPI	Tau fibril FP	HTT ATP protect	Tau fluor counter	TR SRC2 fluor cs	L3MBTL1 inh	RECQ1 helicase	Tau fibril ThT
CC(C)(C)C(=O)Nc1ccc(-c2nc3ccccc3c(=O)o2)cc1	6.6%	10.0%	-25.0%[10 µM]	-2.6%	1.2%	8.0%	-4.0%	-2.9%
O=C(CN1CCN(c2ccc(Cl)cc2)CC1)Nc1ccc(F)cc1	-12.4%	?	-5.1%[0.074 µM]	-28.7%	0.2%	-11.0%	-19.3%	-9.2%
CCOCCOC(=O)C(C)Oc1ccc(Oc2nc(Cl)ccc2Cl)cc1 (configuration not stated)	-3.1%	7.3%	?	-11.4%	-1.3%	.	-0.8%	-14.6%
CC(C)OCCCNC(=O)NC(=O)c1ccc(Cl)cc1	2.3%	-0.3%	.	-4.6%	-4.2%	5.6%	3.3%	-6.2%
COC(=O)c1cc(NC(=O)C2COc3ccccc3O2)ccc1Cl (configuration not stated)	-9.6%	-5.2%	25.6%[10 µM]	-9.9%	0.9%	7.9%	-11.3%	-14.2%
COC(=O)Nc1nnc(-c2ccccc2Cl)s1	-3.0%	3.8%	-110.8%[inhibitor][0.074 µM]	2.4%	0.0%	4.6%	-6.7%	-12.1%
Cc1ccc(OCCCN2CCCC2)c(C)c1	-6.1%	0.2%	-3.8%	-4.6%	2.2%	.	i	-12.6%
COC(=O)CNC(c1ccccc1)c1cc(Br)ccc1NC(=O)c1cc(OC)c(OC)c(OC)c1 (configuration not stated)	-6.8%	-2.4%	.	-18.8%	1.9%	.	.	-14.2%
COc1ccc(OC)c(NC(=O)CN(Cc2ccccc2)S(C)(=O)=O)c1	-2.2%	-1.6%	-3.6%	-13.8%	3.6%	2.0%[11.4 µM]	i	-6.9%
Cn1c(=O)oc2cc(S(=O)(=O)CCC(=O)NCCc3ccc(Cl)cc3)ccc21	0.6%	-8.7%	.	-5.4%	-0.7%	.	.	-5.9%
Cc1ccc(C(C)C)c(OCc2ccc(-c3nnco3)cc2)c1	2.0%	2.6%	-21.5%[10 µM]	-12.6%	-0.8%	.	-16.1%	?
CCC(CCC(=O)NNC(=O)Cc1ccc([N+](=O)[O-])cc1)C(=O)O (configuration not stated)	6.1%	1.5%	-3.0%[10 µM]	-12.6%	-1.6%	1.9%	-0.8%	-14.1%
O=C(CCn1c(=S)[nH]c2ccccc2c1=O)NCC1CCCO1 (configuration not stated)	2.0%	?	-0.8%[10 µM]	-6.2%	-0.7%	2.8%	-4.2%	5.5%
Cc1c(C(=O)NCc2cccs2)oc2ccc(S(=O)(=O)N3CCOCC3)cc12	-7.2%	3.2%	-20.3%	-12.3%	0.6%	.	i	-2.3%
NC(=O)c1ccc(NC(=O)COC(=O)CCC(=O)c2ccc(Cl)cc2)cc1	-3.8%	3.0%	?	-7.0%	-2.4%	5.4%	-12.3%	-17.1%
COc1ccc(NC(=O)c2cc3c(s2)CCC3)cc1S(=O)(=O)N1CCOCC1	-7.7%	?	-2.1%	-29.4%	-11.7%	.	?	?
Cc1ccc2c(=O)cc(C(=O)Nc3sc4c(c3C(N)=O)CCCC4)oc2c1	-2.7%	-11.8%	.	-14.2%	1.4%	.	.	-16.4%
Cc1ccc(C(=O)N(c2c(C)n(C)n(-c3ccccc3)c2=O)C(C)C)cc1	3.3%	2.2%	-0.8%[10 µM]	-3.3%	-1.7%	.	i	-3.5%
O=C(Nc1ccccc1F)c1cnc(N2CCCCC2)c2ccccc12	-16.6%	4.3%	.	-5.3%	?	.	.	-10.0%
COc1ccc2nnc(-c3ccc(C(F)(F)F)cc3)n2n1	-2.7%	-1.8%	-1.2%[10 µM]	-12.4%	-6.6%	.	i	-13.0%
C=CCc1ccccc1OCC(O)CN1CCN(c2ccccc2OC)CC1 (configuration not stated)	-20.0%	7.9%	-16.1%[10 µM]	-6.1%	1.4%	-6.3%	i	-9.3%
CC(C)COc1cccc(C(=O)Nc2ccc(S(=O)(=O)N3CCOCC3)cc2)c1	5.8%	-15.7%	-50.5%[inhibitor]	?	0.1%	.	-1.2%	-8.1%
Nc1nc2c(Cl)cc(Cl)cc2s1	9.2%	-9.6%	-20.9%	-13.5%	-0.1%	.	-4.4%	-13.6%
COC(=O)/C(C#N)=C\c1c(OC)[nH]c2ccccc12	-0.7%	-3.2%	-11.1%[10 µM]	-22.0%	-2.0%	5.6%	-3.1%	-11.3%
C/C(=N\OCc1ccc(C#N)cc1)c1ccccc1	8.4%	-9.3%	-25.9%	-16.0%	-1.1%	67.4%[activator]	i	-12.0%
CCOC(=O)Cc1c(C)nc2c(-c3ccc(OC)cc3)c(C)nn2c1C	-3.6%	9.7%	-24.1%	-20.9%	-4.4%	.	i	-5.1%
COc1cccc(C(=O)Nc2ccc3nc(N4CCOCC4)cc(C)c3c2)c1	-8.2%	13.2%	-3.9%[10 µM]	?	-6.3%	1.2%	-5.7%	5.01µM*
O=C(CSc1nnc(-c2cccs2)o1)OCc1ccccc1	3.6%	-7.6%	-9.0%	-19.3%	-3.4%	-16.2%	1.6%	-12.1%
O=C(CCC1CCCCC1)NCc1ccccn1	-2.4%	0.1%	-28.4%[0.074 µM]	3.0%	-0.6%	-5.5%	5.1%	5.3%
COc1ccc(S(=O)(=O)N(C)Cc2nc(-c3cccc(C)c3)no2)cc1	-7.6%	-9.1%	.	-29.4%	-0.8%	.	.	?
CC(C)(C)c1ccc(C(=O)NCC(=O)OCc2ccc([N+](=O)[O-])cc2)cc1	10.4%	3.1%	3.4%[10 µM]	?	-0.6%	-0.3%	-3.6%	?
Cc1ccc(CN2CCC(CNC(=O)Nc3ccccc3F)CC2)cc1	-7.2%	0.8%	.	-1.6%	0.6%	.	.	-3.9%
c1coc(-c2nc3ccccn3c2Nc2ccc3c(c2)OCCO3)c1	-4.0%	3.1%	.	?	-2.3%	.	.	?
CC(C)NC(=O)CN1CCN(C(=O)CCl)CC1	-4.4%	-0.7%	-39.1%[inhibitor]	1.2%	-1.2%	.	-2.1%	-5.4%
CCOC(=O)Cc1c(C)nc2c(-c3ccccc3)c[nH]n2c1=O	-3.3%	-0.9%	-11.6%[10 µM]	-6.1%	1.3%	7.3%	i	-9.5%
CCOc1ccc(S(=O)(=O)Nc2nc3ccccc3nc2Nc2ccc(N3CCOCC3)cc2)cc1	-4.4%	7.4%	-13.7%[10 µM]	?	0.0%	-20.8%	-4.4%	?
O=C(CCl)N(c1ccccc1)C1CCS(=O)(=O)C1 (configuration not stated)	-3.1%	3.6%	13.0%[10 µM]	-1.2%	0.7%	6.5%	3.5%	-5.7%
COc1cc(C2C(C#N)=C(N)Oc3c2ccc2ccccc32)ccc1OCC(=O)Nc1ccc(C)cc1 (configuration not stated)	1.5%	-6.4%	-21.7%[10 µM]	-22.0%	0.4%	-8.4%	1.9%	-9.2%
O=C(c1cc(-c2ccco2)on1)N1CCOCC1	-16.4%	1.0%	-5.2%	2.6%	-1.8%	-0.7%	-1.5%	-1.6%
COc1cccc(C=Nc2cc(C)on2)c1O	4.7%	-2.9%	11.0%	1.2%	0.4%	.	i	-16.3%
CCC1CN(C(=O)N2CCC(C(=O)N3CCN(c4cccc(C)c4C)CC3)CC2)c2ccccc2O1 (configuration not stated)	4.8%	7.0%	.	5.01µM*[quencher]	-2.3%	.	.	-18.1%
CCn1ncc(/C=N/N=C2\CCC3C4CCc5cc(O)ccc5C4CCC23C)c1C (configuration not stated)	-3.4%	12.0%	3.0%	-22.8%	-1.4%	.	-7.6%	?
CCCS(=O)(=O)c1c(S(=O)(=O)CCC)c2cc(CC)ccn2c1C(=O)c1ccc(OC)cc1	-10.6%	-6.0%	.	-26.3%	-1.7%	.	.	-16.9%
CC(C)NC(=O)c1ccccc1N(Cc1ccccc1)S(C)(=O)=O	-1.1%	-4.1%	7.7%	-2.3%	4.1%	.	-3.4%	-7.1%
COC(=O)c1ccc(NC(=O)CN(C)S(=O)(=O)c2ccc3c(c2)CCCC(=O)N3)cc1	3.3%	-3.7%	.	-4.3%	0.5%	.	.	-4.2%
CN(Cc1ccccc1)Cc1nc2c(c(=O)n(C)c(=O)n2C)n1Cc1ccc(F)cc1	0.3%	-9.5%	23.6%	-7.5%	-6.9%	-6.2%	-6.5%	-11.2%
Cc1ccc(-c2nnnn2C2C/C(=N\NC(N)=S)C3OCC2O3)cc1 (configuration not stated)	-7.9%	3.3%	26.3%	-2.5%	-4.9%	.	i	-2.4%
CS(=O)(=O)c1ccc2sc(NC(=O)c3cc4ccccc4o3)nc2c1	-2.6%	4.0%	-0.5%[10 µM]	-1.8%	-2.8%	.	-10.7%	.
CC(=O)Oc1cc(OC(C)=O)c2c(C)cc(=O)oc2c1	4.4%	-7.9%	19.0%	3.0%	-5.0%	-3.5%	-1.2%	?
CC(C)c1ccc(C2=C(O)c3ccccc3C(=O)C2=O)cc1	10.4%	-9.8%	6.8%[0.074 µM]	?	0.0%	-7.6%	-7.4%	?
CCCn1cc(S(=O)(=O)c2ccc(CC)cc2)c(=O)c2cc(F)c(N(CC)CC)cc21	5.7%	-0.1%	.	3.2%	6.1%	.	.	0.6%
